High-throughput results deposited in PubChem BioAssay by several laboratories.
Myeloid diff MLP = promotes myeloid progenitor differentiation | ER-HoxA9 myeloid progenitors, lysozyme-GFP differentiation, flow cytometry | calls only at 10 µM | 1% of 360,000 active | AID 624256;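 active = normalized GFP-positive differentiation at or above the plate's own cutoff, the solvent-only control mean plus 3 SD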;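 also: cells exposed to compound for four days before flow analysis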
LYP inhibition = inhibitors of LYP phosphatase, biochemical, fluorescence intensity, uHTS (AID 1779) | 0.054% of 290,000 active | one-dose inhibition, % at 11.5 µM; IC50 in µM for titrated hits | recombinant LYP phosphatase, fluorescence intensity; higher % means a stronger effect;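 also: plate controls were vehicle with enzyme for no effect and no enzyme for full effect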
AID2073 = disruptors of CaV2.2 binding to Mint1 – biochemical, HTRF (AID 2073). HTRF protein-protein interaction, Mint1-CaV2.2; higher % means a stronger effect. inhibition, % at 20 µM; hits with a dose series show IC50 in µM. 0.19% of 290,000 active; in the data active = inhibition mostly above about 51%, no sharp cut-off; also: some results filed as inactive read as strong as hits
Siah-1 displacement = blockers of Siah-1 interaction with plectin peptide – biochemical, fluorescence polarization, rhodamine-plectin, uHTS, primary screen (AID 1817). Siah-1 / rhodamine-plectin peptide fluorescence polarization; higher % means a stronger effect. one-dose displacement, % at 20 µM; IC50 in µM for titrated hits. 0.02% of 290,000 active;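 active = displacement of at least 50% at 20 µM, with a fluorescence ratio check between 0.3 and a set limit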;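 also: plate controls were Siah plus tracer with DMSO for no effect and tracer alone without Siah for full effect; strong numbers were not always called active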
Hep lipid drop = hepatic lipid droplet formation modulation; inhibition, % at 6.5 µM; AML12 mouse hepatocytes, oleate lipid droplets, BODIPY imaging; 0.4% of 240,000 active; AID 1656;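 active = lipid droplet intensity inhibited by at least 50%, with more than 500 cells counted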
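Technique: fluorescence imaging, 20x objective, two fields per well / Assay system: AML12 hepatocytes (mouse) / Measure: % inhibition of lipid droplet signal / Doses: 6.5 µM single-point dosing / Incubation: overnight exposure / Reagent: 100 µM oleic acid challenge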
NS5 inhibitors = flavivirus cap methylation enzyme inhibition – biochemical, confirmation dose response, primary screen (AID 588689); Dengue-2 NS5 methyltransferase capping enzyme assay, biochemical; higher % means a stronger effect; one-dose inhibition, % at 25 µM; IC50 in µM for titrated hits; 0.3% of 340,000 active; in the data active = a potency from the dose series
XIAP displacement = XIAP antagonists, biochemical, IAP family, fluorescence polarization (AID 1018); one-dose displacement, % at 20 µM; IC50 in µM for titrated hits; XIAP BIR domain, fluorescence polarization peptide displacement; higher % means a stronger effect; 0.007% of 200,000 active; in the data active = displacement above about 50%; also: a part of the inactive calls stands beside numbers as strong as those of hits
HEK293 NOD2/NF-kB = NOD2 signaling inhibitors, cell-based, luminescence, uHTS, HEK293 (AID 1566) | HEK293 NOD2/NF-kB luciferase reporter, luminescence; higher % means a stronger effect | inhibition, % at 4 µM; hits with a dose series show EC50 in µM | 0.63% of 290,000 active; also: many of its hits are not listed in these tables
HIV fusion peptide = inhibitors of HIV fusion peptide binding, primary screen, biochemical, uHTS, fluorescence dequenching (AID 1986) | cell-free peptide binding, fluorescence dequenching, 30 min; higher % means a stronger effect | inhibition, % at 20 µM; hits with a dose series show IC50 in µM | 0.3% of 290,000 active; in the data active = inhibition mostly above about 52%, no sharp cut-off; inactive = mostly below about 76%; also: some results filed as inactive read as strong as hits
Hep lipid drop cells 6.5 µM = second read-out of Hep lipid drop, no call of its own (marks repeat the call); cell count; measured here: cell count, cytotoxicity flag;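 cells counted across two imaged fields per well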
NS5 inhibitors pilot replicate = further read-out of NS5 inhibitors, marked with its call; inhibition, %; measured here: pilot screen replicate inhibition
Myeloid diff MLP GFP+ MAC1+ % = second read-out of Myeloid diff MLP, no call of its own (marks repeat the call); GFP+ MAC1+ double positive, %; measured here: differentiation confirmed by MAC1 staining
Active calls of the source: *; i = inactive; · = not tested or not shown; + = active, no number. Rule as the data show it, unless noted: active = inhibition above about 50%; inactive = the rest.

SMILES | Myeloid diff MLP | Myeloid diff MLP GFP+ MAC1+ % | LYP inhibition | AID2073 | Siah-1 displacement | Hep lipid drop | Hep lipid drop cells 6.5 µM | NS5 inhibitors | XIAP displacement | HEK293 NOD2/NF-kB | HIV fusion peptide | others
CCOc1ccc(/C=N/N2C(C)CCCC2C)cc1 (centres undefined) | i | 0.8 | -4.1% | 6.7% | -0.8% | 6.1 | 848 | -0.7% | · | -18.9% | -1.2%
CCSc1ccccc1C(=O)NCCc1ccccc1 | i | 0.4 | -3.8% | -4.3% | 4.9% | 2.0 | 689 | -2.3% | -2.3% | 15.4% | -1.6%
Cn1nc(C(=O)Nc2nc3ccc(S(C)(=O)=O)cc3s2)ccc1=O | i | 0.2 | 0.5% | 6.5% | -0.9% | -1.1 | 763 | · | 2.1% | -0.3% | -0.6%
Nc1ccccc1NC1CCCCC1 | + | 0.6* | -2.8% | 5.9% | -7.1% | -9.6 | 694 | -3.8% | -0.8% | 4.8% | 8.6%
CCCN(Cc1nnc(-c2ccccc2Cl)o1)C(=O)c1cc([N+](=O)[O-])cc([N+](=O)[O-])c1 | i | 0.4 | -7.8% | 18.3% | 1.3% | 2.3 | 715 | -8.6% | -5.4% | 17.9% | -1.9%
O=C(Nc1nc(-c2ccc(Cl)cc2)cs1)c1cccnc1 | i | 0.2 | -6.4% | 28.1% | 1.5% | 0.9 | 785 | -5.6% | -10.1% | 6.0% | 0.9%
CC(C)N1C(=O)C2C(C(=O)NC3CCCCC3)C3C=CC2(O3)C1C(=O)NC1CCCC1 (centres undefined) | i | 0.5 | -1.0% | -2.5% | -1.9% | -11.0 | 731 | -4.8% | -1.6% | -14.6% | -0.9%
COc1ccc(/C(O)=C2\C(=O)C(=O)N(c3cc(C)on3)C2c2ccccc2OC)cc1C (centres undefined) | i | 0.3 | 0.8% | 9.0% | -0.3% | · | · | -8.8% | 0.0% | 6.4% | 12.0%
O=C(Nc1ccccc1C(=O)O)C1=NN=CC1 | i | 0.2 | -3.8% | 11.7% | 2.0% | -1.8 | 784 | -4.6% | · | -0.5% | 0.6%
Cc1ccc(C2NC(=O)NC(O)(C(F)(F)F)C2C(=O)c2cccs2)o1 (centres undefined) | i | 10.5 | -0.8% | 6.0% | 8.8% | 19.8 | 748 | -3.2% | -5.4% | 4.3% | -2.2%
CCOc1cc(C)ccc1OCc1nnc(SCC(=O)Nc2cccc(C(=O)O)c2)n1-c1ccccc1 | i | 0.5 | -8.9% | 5.2% | -2.5% | 1.1 | 836 | 1.8% | · | 1.8% | 1.1%
CCCn1c(SCC(N)=O)nnc1C(C)C | i | 1.1 | -8.6% | -4.2% | 3.8% | · | · | 4.4% | -5.3% | 7.2% | -0.9%
Cc1ccc(OCCOC(=O)c2nc3nccc(C)n3n2)cc1 | i | 0.1 | 0.7% | -7.9% | -3.4% | -9.1 | 647 | -0.7% | -5.9% | -14.6% | 0.9%
Cc1cc2cc(C=O)c(Cl)nc2cc1C | i | 3.3 | 0.2% | -4.3% | -0.5% | · | · | -5.5% | -2.5% | -23.2% | 2.5% | NS5 inhibitors pilot replicate=-5.4
Cc1cc(C)n2nc(C(=O)NCc3ccco3)cc2n1 | i | 0.4 | -9.8% | 11.4% | 10.8% | 4.4 | 670 | -5.6% | -3.4% | 2.8% | -0.2%
COCCNC(=O)c1ccc2nc(Cc3ccc(OC)c(OC)c3)oc2c1 | i | 0.6 | -8.7% | 0.3% | 7.9% | -11.3 | 788 | -7.0% | · | -1.7% | -0.5%
Cc1cc(-c2cccc([N+](=O)[O-])c2)nc2ccc3ccccc3c12 | i | 3.2 | -3.4% | 37.0% | 6.5% | · | · | -4.1% | -3.1% | -16.5% | 0.6%
CC1=CC2=NC(=O)/C(=C/c3coc4ccccc4c3=O)C(=N)N2O1 | i | 0.5 | 1.8% | 16.3% | -3.1% | 2.5 | 816 | · | · | -4.9% | 85.7%
O=C(NCC1CCC(C(=O)O)CC1)c1cccnc1 (centres undefined) | i | 7.8 | -12.4% | 19.4% | -7.0% | · | · | -8.1% | -16.7% | 8.4% | 1.0%
Cc1ccc2nc(Nc3ccc(C)c(C)c3)c3nncn3c2c1 | i | 0.8 | 0.4% | 29.7% | 3.6% | 13.2 | 828 | 7.9% | · | -1.9% | 0.4%
CCOC(=O)c1nnn(-c2nonc2N)c1-c1cccc2ccccc12 | i | 0.9 | 1.5% | -1.0% | 10.7% | 10.4 | 639 | 0.7% | -2.3% | 5.1% | -1.9%
Cc1ccc2oc(/N=C(\N)NC(=O)C(C)(C)C)nc2c1 | i | 0.7 | -4.9% | -4.6% | -7.5% | -3.5 | 693 | -2.3% | · | 0.01µM* | -0.2%
Cc1nn(C)cc1C(C)Nc1nc2nonc2nc1N1CCCCC1 (centres undefined) | i | 0.3 | -6.1% | 6.5% | 11.8% | 2.2 | 694 | -0.8% | -8.8% | -0.2% | -1.2%
Cc1cc(C)cc(C(=O)NC(CC(N)=O)c2ccc(N3CCN(c4ccccn4)CC3)c([N+](=O)[O-])c2)c1 (centres undefined) | i | 1.1 | -9.0% | -0.6% | 1.7% | 1.2 | 737 | -3.9% | · | -2.1% | 2.1%
O=C1OCC2=C1C(c1ccc(F)cc1)Sc1ccccc1N2 (centres undefined) | i | 1.0 | -6.5% | 0.9% | -5.3% | 28.2 | 754 | -1.4% | -5.5% | -14.4% | -0.8%
COc1cc(C(=O)N2CCN(C(=O)c3ccco3)CC2)cc(OC)c1OC | i | 0.8 | -0.7% | 0.0% | -6.9% | 6.5 | 760 | -3.4% | -3.7% | -2.1% | -2.4%
COc1cccc2cc(C(=O)C3=C(O)C(=O)N(CCN4CCOCC4)C3c3ccc(C)o3)oc12 (centres undefined) | i | 0.3 | -7.5% | -0.8% | 1.8% | -1.4 | 830 | -0.9% | · | -2.3% | 3.6%
CNC(=O)C(C)N1c2cccc3cccc(c23)S1(=O)=O (centres undefined) | i | 0.7 | -3.2% | 16.0% | 0.3% | 2.4 | 805 | 0.0% | · | 13.3% | 1.5% | NS5 inhibitors pilot replicate=-4.9
O=C(O)c1cc(S(=O)(=O)N2CCN(S(=O)(=O)c3ccccc3)CC2)ccc1Cl | i | 1.0 | -3.3% | -3.2% | 0.3% | · | · | -4.9% | · | -12.2% | 1.0%
CC1N(C(=O)N2CCOCC2)CCN1S(=O)(=O)c1ccc(Cl)cc1 (centres undefined) | i | 2.1 | -6.1% | 5.0% | 0.6% | -1.8 | 818 | 3.3% | · | -3.5% | -1.5%

Random excerpt: seven compounds from above.
SMILES | Myeloid diff MLP | Myeloid diff MLP GFP+ MAC1+ % | LYP inhibition | AID2073 | Siah-1 displacement | Hep lipid drop | Hep lipid drop cells 6.5 µM | NS5 inhibitors | XIAP displacement | HEK293 NOD2/NF-kB | HIV fusion peptide | others
CCOC(=O)c1nnn(-c2nonc2N)c1-c1cccc2ccccc12 | i | 0.9 | 1.5% | -1.0% | 10.7% | 10.4 | 639 | 0.7% | -2.3% | 5.1% | -1.9%
O=C(O)c1cc(S(=O)(=O)N2CCN(S(=O)(=O)c3ccccc3)CC2)ccc1Cl | i | 1.0 | -3.3% | -3.2% | 0.3% | · | · | -4.9% | · | -12.2% | 1.0%
COc1cc(C(=O)N2CCN(C(=O)c3ccco3)CC2)cc(OC)c1OC | i | 0.8 | -0.7% | 0.0% | -6.9% | 6.5 | 760 | -3.4% | -3.7% | -2.1% | -2.4%
Cc1nn(C)cc1C(C)Nc1nc2nonc2nc1N1CCCCC1 (centres undefined) | i | 0.3 | -6.1% | 6.5% | 11.8% | 2.2 | 694 | -0.8% | -8.8% | -0.2% | -1.2%
CC1N(C(=O)N2CCOCC2)CCN1S(=O)(=O)c1ccc(Cl)cc1 (centres undefined) | i | 2.1 | -6.1% | 5.0% | 0.6% | -1.8 | 818 | 3.3% | · | -3.5% | -1.5%
Cc1ccc2oc(/N=C(\N)NC(=O)C(C)(C)C)nc2c1 | i | 0.7 | -4.9% | -4.6% | -7.5% | -3.5 | 693 | -2.3% | · | 0.01µM* | -0.2%
COc1cccc2cc(C(=O)C3=C(O)C(=O)N(CCN4CCOCC4)C3c3ccc(C)o3)oc12 (centres undefined) | i | 0.3 | -7.5% | -0.8% | 1.8% | -1.4 | 830 | -0.9% | · | -2.3% | 3.6%

Additional results follow:
SMILES | Myeloid diff MLP | Myeloid diff MLP GFP+ MAC1+ % | LYP inhibition | AID2073 | Siah-1 displacement | Hep lipid drop | Hep lipid drop cells 6.5 µM | NS5 inhibitors | XIAP displacement | HEK293 NOD2/NF-kB | HIV fusion peptide | others
O=[N+]([O-])c1cc(CN2CCC(O)CC2)ccc1Cl | i | 0.2 | -3.1% | -5.3% | 11.9% | -3.5 | 616 | 3.0% | -3.0% | 14.4% | -1.2%
CCOC(=O)Cc1csc(N/N=C\c2ccc(N(C)C)cc2)n1 | i | 0.2 | 4.3% | -0.8% | -8.1% | -11.1 | 836 | 0.0% | · | 12.9% | -4.6%
CCc1c(O)nc(SCC(=O)Nc2ccc3c(c2)CCC3)[nH]c1=O | i | 0.9 | -0.8% | 6.3% | 2.8% | · | · | -7.6% | -4.2% | 6.8% | -3.4%
Cc1ccc(NC(=O)CSc2nnc(-c3cccs3)n2Cc2ccco2)cc1 | i | 5.2 | -6.3% | 1.2% | -1.3% | · | · | -2.4% | -4.0% | 21.3% | 14.2%
COc1ccccc1NC1CCCCC1NS(=O)(=O)c1ccc(C)cc1 (centres undefined) | i | 2.3 | -2.5% | -8.5% | -1.1% | 6.4 | 702 | -8.7% | · | 2.0% | -1.3%
CC(=O)C1=C(C)Nc2ncnn2C1c1cccc(O)c1 (centres undefined) | i | 0.4 | -7.1% | 12.3% | 0.0% | -17.9 | 845 | -7.5% | · | 0.2% | 1.3%
Cc1cc(Cl)ccc1OC(C)C(=O)NCCCCc1ccccc1 (centres undefined) | i | 10.4 | -8.0% | -0.6% | 0.8% | 11.5 | 743 | -14.6% | -3.7% | 11.3% | -2.1%
CCCOc1ccc(Cl)cc1/C=C1/C(=O)ON=C1C | i | 0.5 | -1.7% | 17.4% | 1.8% | -4.7 | 836 | 3.3% | · | -22.7% | 6.1%
Cc1ccc(/C=N/NC(=S)Nc2cccc(S(=O)(=O)N(C)C)c2)o1 | i | 0.0 | 4.5% | -25.1% | 9.5% | 13.6 | 702 | -1.2% | · | -4.3% | -3.4%
Cc1noc(C)c1N=Nc1ccccc1C(=O)O | i | 1.0 | -1.3% | 1.8% | -2.1% | 1.9 | 690 | 0.0% | -0.1% | 11.2% | -0.3%
CN(C)c1ccc(/C=N/NC(=O)Cn2nnc3ccccc32)cc1 | i | 0.4 | -1.2% | 14.5% | -2.7% | -3.1 | 675 | -1.5% | -8.7% | -15.2% | -2.2%

An excerpt, so the mix of outcomes need not match the whole.
